Source: PubChem BioAssay (National Center for Advancing Translational Sciences (NCATS))
Pol kappa inh – inhibitors of human DNA polymerase kappa; Q9UBT6; purified Pol kappa, fluorescent DNA synthesis assay, 10 min; Potency, µM (series often up to 107 µM), without a hit: at the highest dose activity, negative = inhibition, usual class: inhibitors; hit rate 0.53% among 400,000; AID 588579; note: % is set by controls: 0 for no effect and ±100 for the full control effect
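Fluorescent qHTS in 1536-well format: enzyme (10 nM) and compound sat 15 min at room temperature before 50 nM substrate (final) was added. Signal taken at 0 and 10 min; no-enzyme buffer wells were negative controls.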
POLB inh – blocks human DNA polymerase beta activity. P06746. Pol beta primer extension/strand displacement, fluorescence kinetic. Potency, µM (doses to about 114 µM), for inactives: at the highest dose activity change, negative = inhibition, most hits filed as inhibitors. hit rate 1.3% among 340,000. AID 485314; note: % is set by controls: 0 for no effect and ±100 for the full control effect
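Reaction started by 50 nM substrate onto compound-treated Pol beta (10 nM, 15 min preincubation, room temperature); plates read at 0 min and 10 min. Normalized concentration-effect data fitted by four-parameter Hill equation.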
BLM inh – inhibitors of human Bloom syndrome helicase BLM | P54132 | recombinant BLM DNA unwinding, fluorescence dequenching | Potency, µM (top dose mostly 56.1 µM), for inactives: at the top dose activity change, negative = inhibition, most hits filed as inhibitors | hit rate 0.2% among 350,000;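 note: plate controls were vehicle for no effect and no enzyme for full effect; nearly all actives have a fitted effect of over 35% in size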
Apoferritin bind – candidate novel general anesthetic via apoferritin binding; P02791; apoferritin/1-aminoanthracene competitive binding, fluorescence; Potency, µM (top dose mostly 77.5 µM), for inactives: at the highest dose activity change, negative = displacement, actives largely listed as inhibitors; hit rate 0.074% among 350,000; note: % is set by controls: 0 for no effect and ±100 for the full control effect; nearly all actives have a fitted effect of over 20% in size
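Concentration-response curves derived by four-parameter Hill fitting of normalized fluorescence, where compounds displaced 1-AMA from 10 uM horse apoferritin following a brief 10 min room-temperature incubation; propofol titration acted as positive control.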
Pol eta inh – blocks human DNA polymerase eta activity; Q9Y253; recombinant Pol eta, fluorescent DNA replication assay; Potency, µM (top dose mostly 114 µM), for inactives: top-dose activity change, negative = inhibition, actives largely listed as inhibitors; hit rate 1.2% among 390,000; note: % is set by controls: 0 for no effect and ±100 for the full control effect
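Fluorescent replication assay: 50 nM final substrate added after a 15 min room-temperature compound preincubation with 10 nM enzyme. Signal taken at 0 min and again at 10 min.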
POLI inh – blocks human DNA polymerase iota activity; Pol iota fluorescent replication assay, 10 min; Potency, µM (highest dose often 115 µM), for inactives: at the highest dose activity, negative = inhibition, most hits filed as inhibitors; hit rate 1% among 390,000
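Pol iota at 10 nM preincubated 15 min with compounds at room temperature; reaction started with fluorescent substrate, 50 nM final. Fluorescence read kinetically at 0 and 10 min; buffer-only wells as negative control.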
APE1 inh – APE1 (human) endonuclease inhibition | Potency, µM (doses to about 65.8 µM), for inactives: top-dose activity change, negative = inhibition, usual class: inhibitors | hit rate 0.35% among 350,000 | P27695 | recombinant APE1, TAMRA/BHQ-2 abasic DNA cleavage fluorescence;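 note: plate controls were vehicle for no effect and reference inhibitor for full effect; nearly all actives have a fitted effect of over 55% in size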
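Endonuclease cleavage of a quenched abasic-site DNA duplex (50 nM) by APE1 (0.75 nM) was tracked by TAMRA dequenching. Compounds were preincubated with enzyme 15 min at room temperature; data normalized to buffer-only and DMSO wells plus NSC13755 control.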
G9a inh – inhibitors of human histone lysine methyltransferase G9a; Potency, µM (titrated, usually from 102 µM), for inactives: top-dose activity, negative = inhibition, most hits filed as inhibitors; G9a H3K9 monomethylation, AlphaScreen, 2 h; hit rate 8.8% among 350,000; Q96KQ7; note: % is set by controls: 0 for no effect and ±100 for the full control effect; nearly all actives have a fitted effect of over 75% in size
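Quantitative HTS format: methyltransferase activity on a biotin-tagged H3K9 peptide is measured by AlphaScreen, using a rabbit anti-monomethyl-H3K9 antibody with streptavidin donor and anti-IgG acceptor beads. Final levels are 20 nM enzyme, 500 nM peptide, 20 uM SAM; 2 h RT.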
BAZ2B block – inhibitors of human BAZ2B bromodomain | Potency, µM (titrated, usually from 114 µM), for inactives: at the top dose activity change, negative = inhibition, hits mostly inhibitors | hit rate 4.4% among 360,000 | AlphaScreen BAZ2B-H3K14Ac peptide displacement | Q9UIF8; note: % is set by controls: 0 for no effect and ±100 for the full control effect; nearly all actives have a fitted effect of over 60% in size
Target sequence (Q9UIF8 whole entry, looked up): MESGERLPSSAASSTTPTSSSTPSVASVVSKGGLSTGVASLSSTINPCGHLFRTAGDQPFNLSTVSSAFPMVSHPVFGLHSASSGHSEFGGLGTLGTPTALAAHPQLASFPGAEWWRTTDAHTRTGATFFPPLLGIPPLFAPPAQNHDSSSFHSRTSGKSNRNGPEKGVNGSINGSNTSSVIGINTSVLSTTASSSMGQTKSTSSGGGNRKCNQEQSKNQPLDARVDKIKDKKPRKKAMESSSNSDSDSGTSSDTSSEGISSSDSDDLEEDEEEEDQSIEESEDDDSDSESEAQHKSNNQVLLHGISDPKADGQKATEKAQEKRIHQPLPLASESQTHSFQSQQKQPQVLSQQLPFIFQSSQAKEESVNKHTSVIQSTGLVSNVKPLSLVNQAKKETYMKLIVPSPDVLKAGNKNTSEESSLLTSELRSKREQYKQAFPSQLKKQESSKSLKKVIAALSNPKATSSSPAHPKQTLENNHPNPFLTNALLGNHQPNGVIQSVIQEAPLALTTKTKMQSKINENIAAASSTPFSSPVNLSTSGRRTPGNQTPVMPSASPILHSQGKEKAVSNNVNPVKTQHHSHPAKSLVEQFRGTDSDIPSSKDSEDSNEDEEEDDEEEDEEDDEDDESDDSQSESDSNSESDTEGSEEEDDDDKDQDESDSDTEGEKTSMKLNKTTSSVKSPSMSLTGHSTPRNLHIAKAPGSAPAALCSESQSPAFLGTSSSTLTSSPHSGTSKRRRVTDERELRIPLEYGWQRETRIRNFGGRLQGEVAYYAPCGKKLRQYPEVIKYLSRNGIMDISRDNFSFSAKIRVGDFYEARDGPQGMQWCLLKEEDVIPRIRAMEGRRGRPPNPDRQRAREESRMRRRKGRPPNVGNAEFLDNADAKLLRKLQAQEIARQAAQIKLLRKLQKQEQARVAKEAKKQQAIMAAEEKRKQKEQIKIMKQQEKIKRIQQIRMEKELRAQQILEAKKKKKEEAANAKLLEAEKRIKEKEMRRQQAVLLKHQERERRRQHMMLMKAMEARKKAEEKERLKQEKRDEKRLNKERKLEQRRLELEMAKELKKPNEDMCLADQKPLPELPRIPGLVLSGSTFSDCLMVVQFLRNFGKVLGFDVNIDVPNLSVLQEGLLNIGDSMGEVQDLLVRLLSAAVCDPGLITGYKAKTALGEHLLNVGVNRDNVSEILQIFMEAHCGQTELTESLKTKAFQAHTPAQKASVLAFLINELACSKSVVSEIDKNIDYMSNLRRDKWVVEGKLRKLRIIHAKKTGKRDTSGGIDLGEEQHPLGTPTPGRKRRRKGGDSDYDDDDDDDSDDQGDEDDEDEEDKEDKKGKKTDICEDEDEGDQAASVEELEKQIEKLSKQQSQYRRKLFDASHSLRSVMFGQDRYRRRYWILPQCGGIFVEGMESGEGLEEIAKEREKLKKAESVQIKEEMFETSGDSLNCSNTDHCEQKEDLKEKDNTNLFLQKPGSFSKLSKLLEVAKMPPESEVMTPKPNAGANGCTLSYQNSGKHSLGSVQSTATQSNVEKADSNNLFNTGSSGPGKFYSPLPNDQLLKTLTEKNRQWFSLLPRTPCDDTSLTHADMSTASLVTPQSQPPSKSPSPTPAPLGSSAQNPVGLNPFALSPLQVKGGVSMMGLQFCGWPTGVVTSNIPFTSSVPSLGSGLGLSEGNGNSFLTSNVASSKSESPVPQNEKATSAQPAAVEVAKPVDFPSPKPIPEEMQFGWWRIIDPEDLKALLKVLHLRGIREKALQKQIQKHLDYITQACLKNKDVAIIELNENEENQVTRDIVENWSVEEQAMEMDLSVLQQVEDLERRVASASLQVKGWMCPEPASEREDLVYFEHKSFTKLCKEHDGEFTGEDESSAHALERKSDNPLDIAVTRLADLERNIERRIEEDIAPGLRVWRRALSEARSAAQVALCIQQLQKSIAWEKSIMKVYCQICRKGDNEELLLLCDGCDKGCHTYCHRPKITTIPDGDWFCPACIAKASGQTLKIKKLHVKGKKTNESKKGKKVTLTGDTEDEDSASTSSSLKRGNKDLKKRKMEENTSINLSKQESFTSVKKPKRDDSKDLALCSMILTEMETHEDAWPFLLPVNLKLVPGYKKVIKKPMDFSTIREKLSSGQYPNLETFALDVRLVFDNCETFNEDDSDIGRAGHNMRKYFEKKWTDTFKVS
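Complex of BAZ2B and biotin-H3K14Ac (50 nM apiece) forms over 30 min at RT, then faces library compounds up to 110 uM for another 30 min; AlphaScreen beads added, 20 min dark incubation, luminescence read.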
An asterisk follows results filed as active; ? = inconclusive; · = no result given; & = joins results of further samples; [ ] = remark or other dose. Calls come from the whole dose curve; as a rule, active = well fitted curve in the direction sought with a large enough effect; inconclusive = small, poorly fitted or top-dose-only effect, or another doubt; inactive = no such curve, though single readings can be large; an effect the other way counts as inactive or inconclusive. Potency is the fitted concentration of half-maximal effect.

SMILES	Pol kappa inh	POLB inh	BLM inh	Apoferritin bind	Pol eta inh	POLI inh	APE1 inh	G9a inh	BAZ2B block
CCNc1nc2c(c(=O)n(C)c(=O)n2C)n1CCCc1ccccc1	-15%	8%	-5%	-5%	-13%	19%	27%	24%[59 µM]	-24%
COc1ccc(C2=Nn3c(nnc3-c3ccccc3)SC2)cc1OC	-25%	7%	1%	-9%	-6%	0%	3%	?	6%
Cc1c(F)cccc1NS(=O)(=O)c1ccc2c(c1)c(C)cc(=O)n2C	-15%	-1%	-1%	?	-7%	-6%	47%	5%	50µM*
CCOC(=O)CSCC(=O)N1CCC(Cc2ccccc2)CC1	-1%	34%	1%	-9%	-23%	10%	10%	-6%	8%
CCCCN1CC2=C(C1=O)C(c1ccc(O)cc1)NC(=O)N2C (stereo not drawn)	-15%	0%	-1%	1%	-19%	202%[activator]	18%	41%	19%
C=C(C)C1CCC(C)C(OC(C)=O)C1 (stereo not drawn)	-7%[60.1 µM]	·	1%	1%	·	·	-2%	·	·
COc1cccc(NC(=O)CN(C)C(=O)c2cccc(S(=O)(=O)Nc3ccccc3OC)c2)c1	-7%	·	·	·	-20%	25%	-12%	?	9%
CCOC(=O)c1c(Oc2ccc(C(C)=O)cc2)nnc(-c2ccccc2)c1-c1ccccc1	-17%	-9%	-6%	?	?	-17%	·	-29%[59 µM]	-28%
O=C(CSc1nnc(-c2ccccc2)o1)OCc1ccccc1	-12%	8%	-4%	-21%	-8%	1%	2%	58%[activator][59 µM]	12%
O=[N+]([O-])c1ccccc1/C=N/n1c(-c2ccccc2)n[nH]c1=S	0%	14%	-4%	-12%	-3%	-4%	-3%	·	?

Shown with values under each structure: part of the list above.
Under each structure – Pol kappa inh | POLB inh | BLM inh | Apoferritin bind | Pol eta inh | POLI inh | APE1 inh | G9a inh | BAZ2B block
> Cc1c(F)cccc1NS(=O)(=O)c1ccc2c(c1)c(C)cc(=O)n2C
    -15% | -1% | -1% | ? | -7% | -6% | 47% | 5% | 50µM*
> CCOC(=O)CSCC(=O)N1CCC(Cc2ccccc2)CC1
    -1% | 34% | 1% | -9% | -23% | 10% | 10% | -6% | 8%
> CCCCN1CC2=C(C1=O)C(c1ccc(O)cc1)NC(=O)N2C (stereo not drawn)
    -15% | 0% | -1% | 1% | -19% | 202%[activator] | 18% | 41% | 19%
> C=C(C)C1CCC(C)C(OC(C)=O)C1 (stereo not drawn)
    -7%[60.1 µM] | · | 1% | 1% | · | · | -2% | · | ·
> COc1cccc(NC(=O)CN(C)C(=O)c2cccc(S(=O)(=O)Nc3ccccc3OC)c2)c1
    -7% | · | · | · | -20% | 25% | -12% | ? | 9%
> CCOC(=O)c1c(Oc2ccc(C(C)=O)cc2)nnc(-c2ccccc2)c1-c1ccccc1
    -17% | -9% | -6% | ? | ? | -17% | · | -29%[59 µM] | -28%
> O=C(CSc1nnc(-c2ccccc2)o1)OCc1ccccc1
    -12% | 8% | -4% | -21% | -8% | 1% | 2% | 58%[activator][59 µM] | 12%

The main list resumes, repeating the 2 entries before the break.
SMILES	Pol kappa inh	POLB inh	BLM inh	Apoferritin bind	Pol eta inh	POLI inh	APE1 inh	G9a inh	BAZ2B block
O=C(CSc1nnc(-c2ccccc2)o1)OCc1ccccc1	-12%	8%	-4%	-21%	-8%	1%	2%	58%[activator][59 µM]	12%
O=[N+]([O-])c1ccccc1/C=N/n1c(-c2ccccc2)n[nH]c1=S	0%	14%	-4%	-12%	-3%	-4%	-3%	·	?
Cc1cccc(C(=O)N2CCN(c3ccc([N+](=O)[O-])c(NCc4ccco4)c3)CC2)c1	-7%	1%	-7%	?	-7%	9%	-5%	?	?
CCC(c1ccc(O)cc1)C(CC)c1ccc(O)cc1 (stereo not drawn)	-11%	·	-6%	?	-10%	-14%	?	-3%[59 µM]	10%
CN(Cc1cccc(F)c1)C(=O)c1ccc(NS(=O)(=O)c2ccc3[nH]c(=O)[nH]c3c2)cc1	-9%	·	·	·	3%	19%	1%	3%	5%
COc1ccc2cc(C(=O)C3CCCN(C(=O)c4cccnc4)C3)ccc2c1 (stereo not drawn)	4%	4%	2%	2%	-17%	60%[activator]	33%	?	-21%
Cc1nc(-c2ccc(Cl)cc2)sc1C1(C)CC(c2ccc(F)cc2)=NO1 (stereo not drawn)	3%	24%	-3%	-5%	-28%	?	-4%	·	1%
Cc1c(C=O)c2ccccn2c1C(=O)c1cccs1	-11%	?	0%	0%	8%	152%[activator]	3%	50µM*	-26%
CCOC(=O)N1CCC(N2C(=O)c3ccccc3C2Nc2cc(OC)c(OC)c(OC)c2)CC1 (stereo not drawn)	-2%	19%	1%	-10%	-12%	37%[activator]	4%	?	1%
Cc1cc(C)cc(OCc2nnc(SCC(=O)NC3CC3)n2C)c1	3%	14%	3%	-2%	-7%	4%	10%	·	-4%
COc1ccc(-c2nc(C#N)c(N3CCC(C(N)=O)CC3)o2)cc1	-9%&-1%	1%	-5%	-5%	-19%	15%&8%	-6%	19%[12.7 µM]	5%
Cc1ccc(CCNC(=O)c2ccc3[nH]c(C)c(C)c3c2)cc1	-11%	-26%	-9%	?	-4%	-3%	·	?	?
CCC(=O)N1CCc2cc(Br)cc(S(=O)(=O)N3CCC(C(=O)Nc4ccccc4F)CC3)c21	1%	-13%	-5%	21%	-11%	-19%	·	2%[59 µM]	-3%
CN(C(=S)Nc1ccccc1F)C1(c2ccccc2Cl)CCCCC1=O (stereo not drawn)	-8%	10%	-11%	-6%	-13%	9%	1%	4%[59 µM]	40%[activator][57.1 µM]
O=C(COC(=O)c1cccs1)NCCCc1ccccc1	0%	11%	-4%	-13%	-8%	131%[activator]	-2%	22%	-2%
Cc1ccc(N2C(=O)NC(NS(=O)(=O)c3ccccc3)(C(F)(F)F)C2=O)cc1C (stereo not drawn)	-4%&-8%	7%&24%	-3%&-2%	-4%&-2%	-18%&-4%	16%&-8%	22%	22%	-14%&-39%
COc1ccc(-c2ncc3ccccn23)cc1	-13%	11%	-2%	-20%	0%	20%	0%	-41%	-16%
COC(=O)c1c(C)[nH]c(C(=O)N2CCN(c3ccc(OC)cc3)CC2)c1C	·	16%	-10%	-4%	·	·	10%	-47%	?
OCCN(Cc1ccccc1)C(=S)Nc1ccc(F)cc1	0%	21%	-1%	-2%	-1%	8%	19%	9%	12%
O=C(NCc1ccccc1Cl)C1CCCN1C(=O)Nc1ccccc1 (stereo not drawn)	4%	15%	-1%	2%	-6%	2%	23%	62%[activator]	-13%
Cc1c([N+](=O)[O-])c(C(=O)NC2CCCCC2)nn1C	-1%	2%	1%	-6%	-6%	10%	31%	22%	-7%
O=C(c1ccc(Br)cc1)N1CCC(C(=O)N2CCN(c3ccccc3)CC2)CC1	-3%	2%	-4%	-9%	0%	-10%	25%	?	-31%
Cc1noc(NS(=O)(=O)c2ccc(N/C=C\C(=O)c3ccccc3)cc2)c1C	-8%	21%	-1%	-14%	-5%	91%[activator]	-4%	50µM*	-34%
Cc1cccc(NC(=S)Nc2ccc(Oc3ccccc3)cc2)n1	-13%	6%	1%	0%	-17%	11%	3%	16%[59 µM]	5%
Cc1cc(OC(C)C(=O)NCCCn2ccnc2)c2c(C)c(C)c(=O)oc2c1 (stereo not drawn)	4%	28%	3%	-6%	-4%	30%[activator]	-5%	9%[0.0925 µM]	?
COc1ccc(NC(=O)CN(C)C(=O)c2ccccc2SCC(=O)N2CCCC2)cc1	3%	·	·	·	-21%	27%	56%[activator]	-13%[59 µM]	1%
FC(F)(F)c1cnc2c(c1)[nH]c(=S)n2-c1ccc(Cl)cc1	3%	66%	-2%	-6%	-12%	-5%	-7%	4%[0.501 µM]	-1%
Cc1n[nH]c(=O)n1-c1ccc(C(C)(C)C)cc1	6%	-24%	1%	-13%	-4%	102%[activator]	-4%	18%	-1%
Cc1cc(Cl)ccc1NC(=O)COC(=O)c1cc([N+](=O)[O-])ccc1N1CCOCC1	-3%	·	·	·	-8%	14%	-13%	56µM*	-28%
CCN(C(=O)CSc1nnc(Cn2nnc3ccccc32)o1)c1nc(-c2ccccc2)cs1	-5%	-1%	-4%	-20%	-16%	-6%	1%	6%	0%
O=C(COC(=O)c1ccco1)Nc1cccc(S(=O)(=O)N2CCCCC2)c1	-11%	·	·	·	-11%	-3%	-8%	·	·
Cc1ccc(C(=O)NNC2=NCCC2)cc1	-3%	3%	-2%	-10%	15%	12%	1%	?	?
O=C(O)c1ccc(CSc2nnc(-c3ccccc3Cl)n2-c2ccccc2)cc1	7%	29%	-13%	1%	-17%	57%[activator]	1%	-1%	0%
Cc1ccc(S(=O)(=O)N2CCC(C(=O)N3CC(C)OC(C)C3)CC2)cc1 (stereo not drawn)	2%	-19%	2%	-8%	-18%	47%[activator]	14%	?	-1%
CC(C)C[C@H]1CNC(=O)C(=O)N1C[C@H](C)NC(=O)Cc1ccccc1	-5%	25%	2%	-13%	-7%	-12%	5%	19%	7%

Some of the compounds tested; count on the stated rates, not on these rows.
